XIAP displacement – XIAP antagonists, biochemical, IAP family, fluorescence polarization (AID 1018); 0.007% of 200,000 active; XIAP BIR domain, fluorescence polarization peptide displacement; higher % means a stronger effect; displacement, % at 20 µM; hits with a dose series show IC50 in µM; in the data active means displacement above about 50%; further: a part of the inactive calls stands beside numbers as strong as those of hits
human PMI inhibitors – MPI inhibition at elevated mannose 6-phosphate – biochemical, fluorescence intensity, high mannose 6-phosphate, primary screen (AID 1220) | recombinant PMI enzyme, coupled fluorescence intensity; higher % means a stronger effect | one-dose inhibition, % at 20 µM; IC50 in µM for titrated hits | 0.66% of 190,000 active
TNAP activators – stimulation of alkaline phosphatase TNAP activity – biochemical, luminescent, no phosphate acceptor, uHTS, primary screen (AID 1001); purified TNAP, luminescent activation assay, no phosphate acceptor; higher activation fold means a stronger effect; activation fold at 20 µM; hits with a dose series show EC50 in µM; 0.03% of 200,000 active; in the data active means activation fold from about 3, or a potency from the dose series; inactive means the rest, 99 in 100 with activation fold below about 1.6; further: many of its hits are not listed in these tables
M17LAP inhibition – P. falciparum M17LAP inhibitors, primary screen, biochemical, fluorogenic H-Leu-NHMec substrate, 1536-well (AID 1619); inhibition, % at 30 µM, or IC50 in µM where a hit was titrated; recombinant M17LAP, H-Leu-NHMec fluorogenic kinetic assay; higher % means a stronger effect; 0.38% of 220,000 active;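 active means compound inhibiting the enzyme by more than half at any dose during confirmatory dose-response retesting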;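 further: plate controls were full reaction with DMSO carrier for no effect and no enzyme background for full effect; strong numbers were not always called active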
PMI inhibitors – MPI enzyme activity inhibition – biochemical, fluorescence intensity, coupled assay, primary screen (AID 1209). purified PMI enzyme, coupled fluorescence intensity; higher % means a stronger effect. inhibition, % at 20 µM, or IC50 in µM where a hit was titrated. 0.42% of 190,000 active;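 further: plate controls were DMSO vehicle for no effect and wells lacking substrate for full effect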
M1AAP inhibition – P. falciparum M1AAP inhibitors, biochemical, fluorogenic H-Leu-NHMec substrate, 1536-well (AID 1445). 0.42% of 220,000 active. recombinant M1AAP, H-Leu-NHMec fluorogenic kinetic assay; higher % means a stronger effect. inhibition, % at 30 µM; hits with a dose series show IC50 in µM;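 active means primary inhibition above the hit cutoff, then over 50% inhibition at one or more dose response concentrations, cut at about 23% in these data, passing the limit was not always enough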;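 further: plate controls were DMSO full reaction for no effect and no enzyme background for full effect; strong numbers were not always called active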
LYP phosphatase – inhibitors of LYP phosphatase, biochemical, fluorescence intensity, uHTS (AID 1779); 0.054% of 290,000 active; recombinant LYP phosphatase, fluorescence intensity; higher % means a stronger effect; inhibition, % at 11.5 µM, or IC50 in µM where a hit was titrated;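 further: plate controls were vehicle with enzyme for no effect and no enzyme for full effect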
Myeloid diff 2 – myeloid differentiation induction; ER-HoxA9 myeloid progenitors, lysozyme-GFP differentiation, flow cytometry; calls only at 10 µM; 1% of 360,000 active;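 active means normalized GFP-positive differentiation at or above the plate's own cutoff, the solvent-only control mean plus 3 SD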;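 further: cells exposed to compound for four days before flow analysis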
CSM14.1 death rescue – rescue of cells from ER stress-induced death, primary screen, 384-well, CSM14.1, thapsigargin, ATP luminescence (AID 1222); CSM14.1 thapsigargin-induced death rescue, ATP luminescence; higher % means a stronger effect; cellular ATP content (survival), % at 20 µM; hits with a dose series show EC50 in µM; 190,000 tested, under 10 active;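 active means EC50 below 50 µM in the dose-response confirmation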;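 further: death triggered by thapsigargin at about 15 µM added after 2 h compound pretreatment; cell ATP read after overnight thapsigargin exposure of roughly 18 to 22 hours; normalized against plate controls of thapsigargin alone and 5% DMSO vehicle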
Myeloid diff 2 GFP+ MAC1+ % – further read-out of Myeloid diff 2, marked with its call; GFP+ MAC1+ double positive, %; measured here: differentiation confirmed by MAC1 staining
* = called active by the depositor; i = inactive; · = no result given; & = joins results of further samples. Unless noted, no stated cut-off is given here; in the data, active means inhibition above about 50%; inactive means the rest.

SMILES	XIAP displacement	human PMI inhibitors	TNAP activators	M17LAP inhibition	PMI inhibitors	M1AAP inhibition	LYP phosphatase	Myeloid diff 2	Myeloid diff 2 GFP+ MAC1+ %	CSM14.1 death rescue
CC(C)N1CCC(=NNc2ccc(S(=O)(=O)N3CCOCC3)cc2[N+](=O)[O-])CC1	-2.6%	-4.2%	1	14.2%	5.8%	5.4%	-3.8%	i	0.4	-3.1%
CCC(=O)NC(=S)Nc1ccc(S(=O)(=O)N2CCN(C)CC2)cc1	-3.9%	-9.4%	1.1	11.4%	-9.6%	10.6%	-3.1%	i	0.3	-0.1%
CC(C)(C)c1ccccc1OCC(=O)Nc1ncn[nH]1	-5.4%	-2.7%	1.8	1.2%	-4.2%	-6.1%	-15.2%	i	0.9	-1.1%
CC(O)CNC(=O)C1CCN(Cc2ccc(OCc3ccccc3)cc2)CC1 (stereo not drawn)	-3.3%	7.8%	1.2	13.9%	14.2%	0.1%	-4.7%	i	1.1	-3.1%
Cc1cc(C(=O)OCC(=O)c2ccc3c(c2)OCCO3)c(C)o1	-2.4%	3.3%	1.1	12.4%	-12.4%	-1.1%	-5.9%	i	1.7	-2.8%
CCOC(=O)c1ccc(NC(=O)c2nc[nH]c2C(=O)N2CCN(c3ccccc3)CC2)cc1	·	·	·	6.8%	·	-1.2%	-7.3%	i	0.4	·
COc1ccc(CC(=O)Nc2cccc(-c3nnc(-c4ccc(C)cc4)o3)c2)cc1OC	-3.0%	1.5%	2.1	2.3%	3.5%	-0.4%	-6.8%	i	1.8	-5.1%
O=C(NNC(=S)NC1CCCCC1)c1ccccc1Cl	-5.4%	-16.0%	2.2	-4.2%	-11.3%	-21.5%	-9.2%	i	0.6	0.0%
COC(=O)c1ccc(N2CCN(CC(=O)c3ccc(-c4ccccc4)cc3)CC2)c([N+](=O)[O-])c1	-5.3%	-7.7%	1	6.4%	-7.7%	4.3%	1.6%	·	·	-0.2%
Cc1ccc(-c2nc3ncccn3c2Nc2ccc3c(c2)OCCO3)o1	-4.7%	-1.4%	1.1	4.3%	0.1%	14.1%	-13.6%	i	3.8	9.3%
O=C(Nc1ccccc1)N1CCCCC1c1cccnc1 (stereo not drawn)	-0.6%	4.3%	1.1	-2.6%	0.3%	0.1%	-8.0%	i	0.6	-3.0%
O=C(/C=C\Nc1ccc2c(c1)OCO2)c1ccc2c(c1)OCO2	-2.2%	22.0%	1.1	25.1%	8.6%	3.4%	-4.5%	i	0.0	-3.1%
CC(Sc1sc(=S)sc1SC(C)C(=O)O)C(=O)O (stereo not drawn)	-2.0%	-11.4%	1	-6.5%	-15.4%	6.0%	-3.1%	i	1.0	0.6%
Cc1cccc(-c2nnc(SCC(=O)Nc3cccc(C(=O)N4CCOCC4)c3)n2C)c1	-10.4%	-6.7%	1	-22.5%	-10.4%	-0.8%	-10.2%	i	0.3	0.8%
Cc1ccc(NC(=O)CCC(=O)NNC(=O)c2ccccc2)c(C)c1	-6.8%	-0.9%	1.1	0.5%	6.5%	0.2%	-9.6%	i	0.1	1.6%
O=C1CCNc2ccc(-c3ccccc3)cc21	-5.3%	16.6%	1.1	-5.2%	3.1%	1.2%	-2.1%	i	0.7	-2.1%
C/C(CC(=O)Nc1ccc2c(c1)OCCO2)=N\NC(=O)c1ccccn1	-1.3%	0.4%	1.2	30.2%	-4.9%	5.6%	0.9%	i	0.6	-0.7%
COc1ccc(C(=O)N2CCCC(C(=O)N3CCN(c4ccccc4)CC3)C2)cc1 (stereo not drawn)	·	·	·	-9.0%	·	6.8%	-10.5%	i	0.3	·
O=C1CCCC(O)=C1N=Nc1ccc(S(=O)(=O)N2CCOCC2)cc1	·	·	·	21.3%	·	5.8%	-4.4%	i	0.9	·
COc1ccccc1CNC(=O)CC1Sc2ccccc2NC1=O (stereo not drawn)	-0.8%	-10.5%	1.1	4.2%	-20.3%	2.9%	-2.4%	i	0.5	·
COCCN1C(=O)c2ccccc2C(C(=O)NCCCN2CCCC2=O)C1c1c[nH]c2ccccc12 (stereo not drawn)	0.4%	7.7%	1.1	-1.2%	-3.8%	5.3%	-3.1%	i	1.3	-0.4%
Cc1ccc(CN2C(=O)C(C)Oc3ccccc32)cc1 (stereo not drawn)	-5.1%	14.7%	1	16.7%	17.6%	1.0%	-6.9%	i	0.3	5.1%
COCC(N)(c1ccccc1)c1nc2ccccc2n1C (stereo not drawn)	-2.5%	-0.3%	1.2	-1.1%	-2.8%	3.1%	-8.2%	i	1.3	2.6%
Cc1cc(Cl)ccc1OCc1nnc2n1CCCCC2	-1.4%	8.2%	1	-3.5%	2.5%	1.7%	-5.7%	i	0.4	0.8%
CCN(CC)c1ccc(CNc2nc3ccccc3n2CC)cc1	·	·	·	-1.4%	·	5.3%	-4.5%	i	0.5	·
COC(=O)Cc1ccc(NC(=S)NCCC(C)C)cc1	0.1%	3.6%	1.1	16.4%	-1.6%	3.2%	-2.7%	i	1.0	-4.8%
Cc1ccc(S(=O)(=O)C2(C(=O)NCc3ccccc3Cl)CC2)cc1	·	·	·	12.6%	·	-1.4%	-0.5%	i	0.3	·
CCN1CCN(Cc2ccc(NC(=O)c3cc(NC(=O)c4cnnc5ccccc45)cc(OC)c3)cc2C(F)(F)F)CC1	·	·	·	-8.6%	·	1.1%	-1.5%	i	0.3&1.4	·
CCCCNC(=O)CSc1nc2ccc(N3CCOCC3)cc2c(=O)n1Cc1ccc(OC)cc1	-2.7%	26.5%	1.2	-1.0%	-5.7%	5.6%	1.6%	i	0.6	1.0%
O=C(CCS(=O)(=O)c1ccccc1Cl)Nc1ccc(S(=O)(=O)Nc2ncccn2)cc1	·	·	·	0.6%	·	1.0%	-6.3%	i	0.6	·

Part of the list above in order of count of non-hydrogen atoms, descending.
SMILES	XIAP displacement	human PMI inhibitors	TNAP activators	M17LAP inhibition	PMI inhibitors	M1AAP inhibition	LYP phosphatase	Myeloid diff 2	Myeloid diff 2 GFP+ MAC1+ %	CSM14.1 death rescue
CCN1CCN(Cc2ccc(NC(=O)c3cc(NC(=O)c4cnnc5ccccc45)cc(OC)c3)cc2C(F)(F)F)CC1	·	·	·	-8.6%	·	1.1%	-1.5%	i	0.3&1.4	·
CCN(CC)c1ccc(CNc2nc3ccccc3n2CC)cc1	·	·	·	-1.4%	·	5.3%	-4.5%	i	0.5	·
COCC(N)(c1ccccc1)c1nc2ccccc2n1C (stereo not drawn)	-2.5%	-0.3%	1.2	-1.1%	-2.8%	3.1%	-8.2%	i	1.3	2.6%

The listing continues:
SMILES	XIAP displacement	human PMI inhibitors	TNAP activators	M17LAP inhibition	PMI inhibitors	M1AAP inhibition	LYP phosphatase	Myeloid diff 2	Myeloid diff 2 GFP+ MAC1+ %	CSM14.1 death rescue
COc1ccc(OC)c(N/C(=N\c2nc(C)cc(C)n2)NC(=O)c2ccco2)c1	-2.7%	8.3%	1.1	·	14.2%	·	-5.4%	·	·	-1.2%
CC(C(=O)NC1=NCCS1)N1C(=O)C2CC=CCC2C1=O (stereo not drawn)	-4.8%	-11.4%	1	-1.5%	-7.0%	4.2%	-6.8%	i	0.5	6.0%
O=C(NN1CCN(Cc2ccccc2)CC1)c1ccc(N2CCOCC2)c([N+](=O)[O-])c1	-3.6%	-7.5%	1	9.4%	-13.4%	-12.1%	-7.0%	i	0.2	-0.7%
Cc1nc2ccc(NC(=O)COc3ccccc3C)cc2s1	-3.0%	3.1%	1	2.8%	-21.6%	0.3%	5.4%	i	0.6	-5.0%
Brc1cc(Br)c2nc(-c3cccs3)ccc2c1	-5.7%	0.3%	1.1	0.7%	2.0%	-1.6%	-4.2%	i	1.1	-1.0%
CCN(CC(=O)Nc1cc(C)c(Cl)cc1OC)CC(=O)NC1CCS(=O)(=O)C1 (stereo not drawn)	-1.4%	2.3%	1	8.4%	2.6%	-2.6%	-4.1%	i	0.5	-1.2%
COc1ccccc1-c1nnc(SCC(=O)Nc2ccc(Cl)cc2Cl)o1	-4.3%	14.7%	0.9	5.1%	14.2%	11.8%	-0.8%	i	0.0	-3.5%
O=C(C[n+]1cc(-c2ccccc2)n2c1CCCCC2)c1ccc(Cl)cc1	-2.7%	13.1%	1	2.4%	21.5%	-3.3%	-4.8%	i	0.5	-1.6%
COc1ccccc1NC(=O)c1ccc(CN(c2cc(Cl)ccc2C)S(=O)(=O)c2ccccc2)cc1	1.6%	-10.6%	1	-0.7%	-10.7%	-3.1%	2.8%	i	0.7	0.2%
COC(=O)c1cccc(Cn2nnc3ccccc3c2=O)c1	-1.6%	6.6%	1.2	-8.5%	5.3%	3.6%	0.9%	i	0.5	·
CCOC(=O)c1c(-c2ccccc2)csc1NC(=S)NC	-2.9%	14.4%	1.2	14.7%	25.2%	5.7%	-5.9%	i	0.3	-3.3%
O=S(=O)(c1ccc(NC(=S)NCc2ccco2)cc1)N1CCCCC1	·	·	·	-2.6%	·	4.0%	-3.1%	i	0.1	·
Fc1ccccc1/C=N/n1c(-c2cccnc2)n[nH]c1=S	·	·	·	2.9%	·	6.7%	-2.7%	i	0.2	·
COCc1c(C(=O)Nc2nc(C)cs2)oc2ccccc12	-5.5%	0.7%	1	-0.2%	8.2%	5.7%	3.4%	i	0.2	1.2%
Cc1cc(-c2ccccc2)n(-c2ccc(C(N)=O)cc2)n1	-10.4%	10.0%	1	4.4%	13.6%	6.9%	-9.5%	i	1.1	-0.3%
O=C(O)c1cccc(NS(=O)(=O)c2ccc3c(c2)OCCCO3)c1	-6.4%	-6.7%	1.1	-1.1%	-15.4%	1.2%	-5.3%	i	0.8	-1.8%
COc1cccc(CC(=O)Nc2cc(S(=O)(=O)N3CCOCC3)ccc2N2CCOCC2)c1	-9.8%	3.3%	1.1	-0.8%	-6.1%	-5.7%	-7.3%	i	0.5	-2.0%
O=C(CCCN1C(=O)c2cccc3cccc(c23)C1=O)N1CCN(c2ccccc2O)CC1	-3.6%	11.2%	1	6.0%	4.9%	20.0%	-2.6%	i	0.3	3.3%
Cc1nc2sc(C(c3ccco3)N3CCN(c4cccc(Cl)c4)CC3)c(O)n2n1 (stereo not drawn)	-0.4%	-15.7%	1.1	11.1%	0.7%	9.2%	6.4%	i	1.5	2.8%
Cc1ccc(NC(=O)c2cc(S(=O)(=O)N3CCCCC3)cs2)cc1	-0.6%	12.2%	1.1	-0.7%	7.9%	14.0%	-0.9%	i	5.8	-1.1%
CCN(CC)c1ncnc2c1cnn2C	0.8%	5.9%	1.1	-1.3%	3.8%	-0.3%	-5.7%	i	7.7	0.4%
O=C(CSc1nnnn1-c1ccccc1)N1CCCc2ccccc21	-2.6%	-1.9%	1	-6.9%	5.4%	4.0%	1.7%	i	3.7	-0.9%
O=C(CCN1C(=O)c2ccccc2C1=O)NC(=S)Nc1cccc(Cl)c1	-0.6%	-2.5%	1.1	-1.3%	13.6%	17.8%	3.9%	i	2.3	0.1%
C=CCn1c(-c2csc3ccccc23)n[nH]c1=S	-6.3%	-5.0%	1	-3.7%	-1.5%	7.4%	-2.4%	i	0.8	-3.2%
CCCCCCCCN1C(=O)C(O)=C(C(C)=O)C1c1ccccn1 (stereo not drawn)	-6.0%	-18.1%	1.1	21.9%	-16.2%	-0.6%	-1.8%	i	0.3	-2.1%
CC(C)C[C@H](NC(=O)c1[nH]cnc1C(=O)N[C@H](C)c1ccccc1)C(=O)OCc1ccccc1	-6.1%	22.3%	1.1	0.1%	26.1%	-16.0%	12.8%	i	1.4	9.6%

Screens: PubChem BioAssay, several laboratories
